Compound activity from PubChem.
Mito fusion yeast – blocks mitochondrial division or promotes mitochondrial fusion | S. cerevisiae fusion-defective mutant growth rescue, CellTiterGlo 48 h | Potency, µM (doses to about 46.1 µM), for the others: top-dose growth rescue (activation), hits mostly activators | 0.23% of 320,000 active | AID 485298;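 further: potency means the concentration at half of the fitted maximal effect; % of control where 0% means no effect; nearly all actives have a fitted effect of over 45% in size; temperature-sensitive fusion mutants such as fzo1-1 at 37 °C on non-fermentable ethanol glycerol medium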
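Luminescent cell viability in 1536-well qHTS format served as the measure of rescued growth in ts fusion-mutant S. cerevisiae cultured on non-fermentable YPEG for 48 hours at 37C.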
USP2a block – blocks human ubiquitin-specific protease USP2a; O75604; USP2 core, Ub-CHOP2 coupled fluorogenic reporter, 485/531; Potency, µM (series often up to 38.3 µM), without a hit: top-dose activity change, negative = inhibition, usual class: inhibitors; 0.01% of 330,000 active;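 further: potency means the concentration at half of the fitted maximal effect; plate controls were DMSO wells for no effect and full inhibition by NEM control for full effect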
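Deubiquitinase activity read as fluorescence (485/531 nm) after Ub-CHOP2 cleavage activates the enterokinase reporter on its substrate; USP2 core 10nM, Ub-CHOP2 and substrate 25nM each, 30min compound preincubation then 60min RT; data normalized to NEM, curves fitted.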
TSHR antag – antagonists of human thyroid stimulating hormone receptor | P16473 | TSHR-expressing cells, TSH-stimulated cAMP HTRF, 2 h; hits give low values | activity change, negative = inhibition, % at 11.5 µM | 0.2% of 330,000 active | AID 504810;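 active means activity change below a set negative limit, meaning inhibition stronger than a set level, cut at about -70% in these data; inconclusive means activity change between two set negative limits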; further: on the % scale 0 is the no-effect control and ±100 the full control effect
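TSHR-expressing cells, 200/well, pre-treated with compound, then stimulated with EC80 TSH (4nM final) for 2 hours at 37 deg C. cAMP measured by competitive HTRF: anti-cAMP cryptate antibody in lysis buffer plus cAMP-d2, read after 30 minutes at room temperature.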
Eya2 inh – blocks the phosphatase activity of human Eya2; recombinant Eya2, OMFP fluorescence dephosphorylation (OMFP is methylfluorescein phosphate); Potency, µM (titrated, usually from 76.9 µM), for inactives: at the highest dose activity, negative = inhibition, usual class: inhibitors; 0.006% of 330,000 active; AID 488837; further: potency means the concentration at half of the fitted maximal effect; on the % scale 0 is the no-effect control and ±100 the full control effect
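Eya2 protein (added as 0.2 uM solution) was preincubated with compound for 10 min at ambient temperature in 50 mM HEPES pH 7.5, 50 mM NaCl, 5 uM MgCl2, 0.05% BSA, 1 mM DTT. OMFP (added at 50 uM) then reacted 10 min; fluorescence read at 485/525 nm.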
Menin-MLL TR inh – inhibitors of human menin-MLL interaction, mutant MLL peptide. 0.23% of 270,000 active. O00255. Potency, µM (doses to about 61.6 µM), inactives show at the top dose FP activity change, negative = inhibition, usual class: inhibitors. Menin + Texas Red MLL mutant peptide, fluorescence polarization; active means well fitted inhibition curve with a large enough effect in the polarisation, with a control signal flat, not every such curve was filed as active; inconclusive means small, poorly fitted or top-dose-only effect, or effect the other way, or a change in a side signal; inactive means no such curve, though single readings can be large or run the other way; the % refers to the polarisation; further: potency means the concentration at half of the fitted maximal effect; % of control where 0% means no effect; many of its hits are not listed in these tables
S-ASM inh – inhibitors of human secretory acid sphingomyelinase; Potency, µM (top dose mostly 57.5 µM), inactives show at the highest dose activity change, negative = inhibition, usual class: inhibitors; placental ASM, HMU-PC fluorogenic substrate, 60 min; 0.006% of 340,000 active; P17405; further: potency means the concentration at half of the fitted maximal effect
Target sequence (P17405 47-631 limits assumed): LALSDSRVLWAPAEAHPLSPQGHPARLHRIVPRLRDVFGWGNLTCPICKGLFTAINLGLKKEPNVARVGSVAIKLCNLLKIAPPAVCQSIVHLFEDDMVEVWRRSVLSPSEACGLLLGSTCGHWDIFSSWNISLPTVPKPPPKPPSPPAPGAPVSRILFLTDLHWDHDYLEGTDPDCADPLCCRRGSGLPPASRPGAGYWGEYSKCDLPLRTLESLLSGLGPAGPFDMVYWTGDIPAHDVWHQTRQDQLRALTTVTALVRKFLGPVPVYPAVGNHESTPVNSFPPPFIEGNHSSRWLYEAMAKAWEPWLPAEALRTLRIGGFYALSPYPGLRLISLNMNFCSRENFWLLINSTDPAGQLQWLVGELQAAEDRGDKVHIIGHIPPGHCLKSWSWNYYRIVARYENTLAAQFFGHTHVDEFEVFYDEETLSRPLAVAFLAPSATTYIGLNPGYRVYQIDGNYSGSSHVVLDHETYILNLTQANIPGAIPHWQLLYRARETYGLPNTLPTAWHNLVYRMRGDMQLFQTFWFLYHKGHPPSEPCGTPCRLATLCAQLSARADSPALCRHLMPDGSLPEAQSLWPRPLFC
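Fluorescence read-out (Ex 386 nm, Em 447 nm) after stopping the reaction at pH 10. Enzyme: ASM from human placenta; substrate HMU-PC0, 9 uM final; 60 min, 37 °C. Compound preincubation 10 min, ambient temperature.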
BCR signal inh – inhibitors of chronic active B-cell receptor signaling | ABC-DLBCL IkBa-CBG/CBR reporter, luminescence ratio, 4 h | Potency, µM (titrated, usually from 46.1 µM), inactives show top-dose ratio change, negative = lower green/red ratio, most hits filed as inhibitors | 0.05% of 340,000 active | AID 493014; active means well fitted inhibition curve with a large enough effect in the signal ratio, with a control signal flat, not every such curve was filed as active; inconclusive means small, poorly fitted or top-dose-only effect, or effect the other way, or a change in a side signal; the % refers to the signal ratio;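 further: potency means the concentration at half of the fitted maximal effect; plate controls were basal doxycycline-induced cells for no effect and cells given 10 µM MG132 for full effect; MG132 reads +100%, hits lower the ratio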
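TMD8 ABC-DLBCL cells carrying doxycycline-inducible green luciferase fused to IkappaBalpha plus unfused red luciferase were exposed to compounds (up to 46 uM) for 4 hrs at 37C. Activity came from the overlap-corrected green/red luminescence ratio.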
MBNL1-CUG inh – MBNL1-poly(CUG) RNA binding inhibition. Q9NR56. TR-FRET MBNL1-His/biotin-(CUG)12 binding, 665/545 ratio. Potency, µM (doses to about 57.5 µM), inactives show at the highest dose activity change, negative = inhibition, actives largely listed as inhibitors. 0.036% of 280,000 active; active means well fitted inhibition curve with a large enough effect in the signal ratio, with a control signal flat, not every such curve was filed as active; inconclusive means small, poorly fitted or top-dose-only effect, or effect the other way, or a change in a side signal; inactive means no such curve, though single readings can be large or run the other way; the % refers to the signal ratio; further: potency means the concentration at half of the fitted maximal effect; on the % scale 0 is the no-effect control and ±100 the full control effect
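Compounds (final 92 nM to 58 uM) are added to His-tagged MBNL1 and biotin-(CUG)12, then terbium anti-His antibody and streptavidin-XL665 (5 nM final). After 60 min at room temperature, the 665/545 nm ratio is read.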
GALK inhibitor – blocks human galactokinase activity | P51570 | Purified GALK, Kinase-Glo residual ATP luminescence | Potency, µM (top dose mostly 57.5 µM), for inactives: at the top dose activity change, negative = inhibition, most hits filed as inhibitors | 0.007% of 270,000 active; further: potency means the concentration at half of the fitted maximal effect; on the % scale 0 is the no-effect control and ±100 the full control effect
Target sequence (P51570 whole entry, looked up): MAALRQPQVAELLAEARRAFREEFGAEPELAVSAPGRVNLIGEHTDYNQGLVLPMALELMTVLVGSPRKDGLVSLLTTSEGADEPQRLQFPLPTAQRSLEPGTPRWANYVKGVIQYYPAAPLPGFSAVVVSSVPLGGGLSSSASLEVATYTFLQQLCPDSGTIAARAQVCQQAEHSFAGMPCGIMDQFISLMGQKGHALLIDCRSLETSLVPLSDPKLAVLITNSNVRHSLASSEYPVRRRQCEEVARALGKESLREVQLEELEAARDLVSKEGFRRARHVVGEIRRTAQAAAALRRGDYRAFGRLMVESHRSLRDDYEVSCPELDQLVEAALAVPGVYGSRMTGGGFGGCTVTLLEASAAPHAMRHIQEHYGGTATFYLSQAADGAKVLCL
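The enzyme phosphorylates galactose (100 uM) using ATP (35 uM); inhibition is detected as higher residual ATP, quantified by bioluminescence after 1 h reaction at room temperature, pH 8.0.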
hERG WT inh – inhibitors of human wildtype KCNH2 potassium channel | Q12809 | U2OS, BacMam KCNH2, thallium flux FluxOr; hits give low values | activity change, % at 1.84 µM | 0.37% of 340,000 active | AID 720551;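 active means maximum activity change below -70%; inconclusive means maximum activity change between -70% and -50%; inactive means maximum activity change above -50%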; further: on the % scale 0 is the no-effect control and ±100 the full control effect
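U2OS cells transduced with wild-type KCNH2 virus are loaded with FluxOr dye for 45 min, and thallium flux is measured in kinetic reads before and after stimulation buffer. Rate constants are normalized to DMSO controls.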
PKM2 act – increases activity of human pyruvate kinase M2. purified PKM2, Kinase-Glo ATP luminescence, activation; response scale: 0% is enzyme alone, no compound. Potency, µM (doses to about 57.5 µM), inactives show top-dose activation, actives largely listed as activators. 0.34% of 260,000 active. P14618. AID 1631; further: potency means the concentration at half of the fitted maximal effect; on the % scale 0 is the no-effect control and ±100 the full control effect; nearly all actives have a fitted effect of over 55% in size
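hPK-M2, >95% pure; 0.1 mM ADP / 0.5 mM PEP final; imidazole pH7.2 buffer w/ 7 mM MgCl2, 50 mM KCl; 1 h RT; Kinase-Glo lum. Intermediate enzyme activity for dual inhibitor/activator qHTS.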
Numbers without * were called inactive; i = inactive; u = inconclusive; x = no result given; [ ] = remark or other dose. Unless noted, the call rests on the fitted dose curve; in most records, active means well fitted curve in the direction sought with a large enough effect; inconclusive means small, poorly fitted or top-dose-only effect, or another doubt; inactive means no such curve, though single readings can be large; an effect the other way counts as inactive or inconclusive.

Structure | Mito fusion yeast | USP2a block | TSHR antag | Eya2 inh | Menin-MLL TR inh | S-ASM inh | BCR signal inh | MBNL1-CUG inh | GALK inhibitor | hERG WT inh | PKM2 act
COc1ccc(-n2c(N)c(C(=O)NCC3CCCO3)c3nc4ccccc4nc32)c(OC)c1 (stereo not drawn) | -3% | 4% | 7 | 5% | u | i | -3% | 22% | 4% | -22 | -2%
Cc1ccccc1-n1ncc2c1CC(C)(C)CC2NC(=O)CCN1CCCCC1=O (stereo not drawn) | -2% | 1% | 16 | 11% | x | 2% | 1% | 5% | 5% | 5 | 0%
CCOC(=O)Cc1csc(NC(=O)C(CC(C)C)NC(=O)C2CCCCC2)n1 (stereo not drawn) | -3% | 9% | -4 | 5% | -5% | 4% | u | -9% | -1% | -12 | 1%
COc1ccccc1NC(=O)c1cccs1 | 2% | 0% | -10 | -4% | -8% | 5% | 1% | 3% | 0% | 4 | -1%
COc1ccc(NS(=O)(=O)c2ccc(N3CCCC3)c(NC(=S)Nc3cccc(C)c3C)c2)cc1 | -2% | 2% | 6 | -1% | u | -1% | 5% | x | 1% | 8 | -17%
CCOC(=O)CC1CCCCN1C(=O)c1ccc2nc(CCOC)oc2c1 (stereo not drawn) | -8% | -5% | -16 | -9% | x | 6% | -3% | 0% | 7% | -5 | x
O=C(Nc1ccc(F)cc1)N1CCN(c2ncccn2)CC1 | 3% | 0% | -7 | 4% | 3% | -2% | u | -5% | 0% | 6 | 0%
COc1cc(OC)c(NC(=O)CN(C)S(=O)(=O)c2ccc3[nH]c(=O)oc3c2)cc1Cl | 0% | 1% | -6 | -5% | x | -3% | u | -7% | 2% | -12 | x
Cc1cc(OCC(=O)Nc2ccc3c(c2)OCCO3)ccc1Cl | -7% | -2% | 8 | -7% | 10% | 3% | -1% | -7% | -1% | -7 | 0%
Cc1ccc(-n2c(SCC(=O)N3CCOCC3)nnc2-c2ccncc2)cc1 | -3% | 0% | -1 | -19% | 2% | 3% | -1% | 7% | 0% | -19 | -1%
O=c1c(C(c2ccccc2)c2c(O)nc3n(c2=O)CCS3)c(O)nc2n1CCS2 | -21% | 2% | 16 | 4% | -5% | -1% | 1% | -7%[11.5 µM] | x | 0 | 11%
CC(C)(C)C(=O)NCCN1CCN(C(=O)C(C)(C)C)CC1 | -4% | 1% | 1 | -10% | -5% | -2% | -9% | 3% | 1% | 1 | -1%
CC(C)n1c(NCc2cc(Cl)ccc2O)nc2ccccc21 | 0% | 3% | -8 | 4% | u | 1% | -11% | 8% | 1% | 0 | 2%
C/C(=N/NC(=O)CNC(=O)CCc1ccccc1)c1ccc(Cl)c(Cl)c1 | 4% | 0% | 5 | -3% | x | -6% | -18% | -4% | 1% | 8 | -4%
CNS(=O)(=O)c1ccc(Cl)nc1 | x | 2% | 14 | 0% | -7% | 6% | 1% | 19%[11.5 µM] | x | 1 | -3%
CCCCN(Cc1ccco1)C(=O)Cn1ncc2c(=O)oc3ccc(C)cc3c21 | 0% | 5% | -4 | 0% | 2% | -1% | 3% | -4% | 3% | -8 | 6%
CC(C)CNS(=O)(=O)c1ccc(S(=O)(=O)N2CCC3(CC2)OCCO3)cc1 | 2% | 3% | 10 | -1% | -13% | -25% | 1% | -6% | -1% | 1 | -4%
N#Cc1c(-c2ccccc2Cl)noc1/C=C/Nc1ccc(C(=O)O)cc1 | 5% | 7% | -14 | -27% | u | 141%[activator] | x | 30% | -7% | -4 | 9%
COc1ccc(CNC(=O)CN2C(=O)NC(C)(c3cccc(Br)c3)C2=O)cc1 (stereo not drawn) | 8% | -1% | 9 | -1% | 20% | 2% | -13% | -12% | -1% | 7 | x
Cc1ccnc(-n2c(CCN3C(=O)c4ccccc4C3=O)nc3ccccc3c2=O)c1 | 0% | -1% | -10 | -7% | 12% | 1% | 0% | 8% | 1% | 33 | 14%
O=S(=O)(c1ccc2c(c1)CCCC2)N1CCNCC1 | -2% | 0% | 12 | 10% | x | 3% | -1% | x | x | -1 | x
COCc1cc(C)nc2sc(C(=O)NN)c(-n3cccc3)c12 | -7% | 1% | 9 | -15% | u | 3% | u | -8% | -1% | -6 | 10%
Cc1[nH]nc(Nc2ccc(O)cc2)c1[N+](=O)[O-] | -3% | 3% | -27 | -8% | -7% | 5% | 14% | -19% | -3% | 4 | 9%
FC(F)(F)c1ccnc(N2CCN(Cc3cnc(-c4ccccc4)[nH]3)CC2)c1 | -4% | 1% | 1 | -1% | x | -2% | -6% | x | -1% | 6 | -3%
N#CCOc1ccc(C2=NO[C@@H]3[C@@H]4C[C@@H]([C@H]5C(=O)N(c6ccc7c(c6)OCO7)C(=O)[C@@H]45)[C@H]23)cc1 | 1% | 4% | -6 | 12% | -16% | 3% | 2% | -9% | -1% | -12 | -8%
CC(=O)N1CCN(c2ccc(S(=O)(=O)N3CCOCC3)cc2[N+](=O)[O-])CC1 | x | 3% | -4 | 1% | x | -2% | 7% | x | x | -3 | x
Cc1c(CN2CCC(CO)(Cc3ccccc3)CC2)c2ccccc2n1C | -4% | 0% | -2 | 1% | -18% | -1% | u | -6% | 1% | 38 | 2%
CCn1cc(C(=O)NC2CC3CCC2C3)c(=O)c2ccc(C)nc21 (stereo not drawn) | -1% | 1% | -5 | -24% | u | x | 5% | -2% | 1% | x | 3%
Oc1ccc(Br)cc1/C=N/Nc1ncc(-c2ccccc2)cn1 | -6% | 1% | 13 | 12% | u | -2% | u | -2% | -1% | -4 | 1%
CN(C)CCCNC(=O)c1ccc(-c2nc(-c3ccc(Cl)cc3)cs2)cc1 | -11% | -2% | 7 | 7% | 15% | -20% | -5% | u | -1% | 4 | 0%
COc1ccc(OC)c(CNS(=O)(=O)c2cc(-c3cc(C)no3)ccc2OC)c1 | 1% | -2% | -14 | 1% | x | 0% | 0% | 1% | -5% | 2 | x
Cc1cc2c(=O)n(CC(=O)N3CCN(c4ccccc4)CC3)cnc2s1 | 2% | -1% | 1 | -1% | 10% | -6% | u | -1% | -3% | -10 | 0%
O=C(O)c1ccccc1C(=O)c1ccc(-c2ccccc2)cc1 | 16% | -2% | -9 | 0% | -25% | 5% | 8% | 6% | -1% | -2 | x
COc1ccc(-n2ncc(Cl)c(Cl)c2=O)cc1 | 5% | 0% | -22 | -3% | 9% | 6% | u | u | 6% | -2 | 63%
COc1ccc(-c2nnc(-c3cc4ccccc4oc3=O)o2)cc1 | -2% | -2% | 2 | 3% | -6% | 45%[activator] | u | 14% | -3% | -14 | 10%
COc1cccc(-c2coc3cc4oc(=O)c(CC(=O)O)c(C)c4cc23)c1 | 11% | 0% | -19 | -10% | 7% | 64%[activator] | 3% | -5% | 0% | -7 | x
C/C(=N\NC(=O)c1cc(C)nc2ccccc12)c1ccc([N+](=O)[O-])cc1 | 2% | 2% | 15 | 2% | 33%[activator] | -2% | -13% | u | 10% | -3 | -3%
N#C/C(=C/c1ccc2c(c1)OCO2)C(=O)NCCc1c[nH]c2ccccc12 | 10% | 1% | -11 | -26% | 63%[activator] | -22% | u | 8% | -4% | -10 | 15%
O=C(O)CCCCCNc1nc(=S)[nH]c2ccccc12 | -2% | 4% | 5 | 1% | u | 2% | u | -5% | 0% | 1 | -4%
Cn1cc(-c2cc(C(=O)O)on2)cn1 | 0% | 0% | -2 | 5% | x | -1% | 0% | 3% | 5% | 5 | 1%

Individual results from the list:
Under Mito fusion yeast, C/C(=N\NC(=O)c1cc(C)nc2ccccc12)c1ccc([N+](=O)[O-])cc1 shows 2%
Under TSHR antag, Cn1cc(-c2cc(C(=O)O)on2)cn1 shows -2

This is a subset. The share of hits here may be higher or lower than overall.
